Source: PubChem BioAssay
GPR55 beta-arrestin: GPR55 agonists via beta-arrestin recruitment, primary screen, imaging, U2OS cells, beta-arrestin-GFP redistribution (AID 1961); U2OS GPR55 beta-arrestin-GFP redistribution imaging; higher % means a stronger effect; activation, % at 10 µM, or EC50 in µM where a hit was titrated; 0.048% of 290,000 active;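 active = activation above 40% with more than 50 cells counted in the well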;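 also: U2OS osteosarcoma cells stably expressing GPR55 and beta-arrestin-GFP; plate controls were DMSO negative control for no effect and LPI positive control for full effect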
MgcRacGAP inhibition: MgcRacGAP GTPase-activating activity inhibitors, confirmation, biochemical, ADP Hunter fluorescence; 0.6% of 340,000 active; MgcRacGAP-stimulated Rac1 GTP hydrolysis, ADP Hunter fluorescence; higher % means a stronger effect; GST-tagged Rac1 F28L mutant substrate; inhibition, % at 30 µM; hits with a dose series show IC50 in µM; AID 624330, 2012; Rac GTPase-activating protein 1 (Homo sapiens);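 active = first-screen hits whose inhibition reached a set limit at any dose in the follow-up dose series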;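 also: fluorescence reports GDP produced by GAP-driven GTP hydrolysis; strong numbers were not always called active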
HIV peptide binding: inhibitors of HIV fusion peptide binding, primary screen, biochemical, uHTS, fluorescence dequenching (AID 1986); inhibition, % at 20 µM, or IC50 in µM where a hit was titrated; 0.3% of 290,000 active; cell-free peptide binding, fluorescence dequenching, 30 min; higher % means a stronger effect; in the data active = inhibition mostly above about 52%, no sharp cut-off; inactive = mostly below about 76%; also: some results filed as inactive read as strong as hits
NOD2 inhibition: NOD2 signaling inhibitors, cell-based, luminescence, uHTS, HEK293 (AID 1566); one-dose inhibition, % at 4 µM; EC50 in µM for titrated hits; 0.63% of 290,000 active; HEK293 NOD2/NF-kB luciferase reporter, luminescence; higher % means a stronger effect; also: many of its hits are not listed in these tables
NOD1 NF-kB reporter: NOD1 signaling inhibitors, primary screen, cell-based, luminescence, uHTS (AID 1578); NOD1-driven NF-kB luciferase reporter cells, luminescence; higher % means a stronger effect; inhibition, % at 4 µM; hits with a dose series show EC50 in µM; 1% of 290,000 active; in the data active = inhibition mostly above about 36%, no sharp cut-off; inactive = mostly below about 34%;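 also: HEK-293T reporter cells stimulated with the NOD1 agonist gamma-tri-DAP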
GPR55 antagonists: GPR55 antagonists blocking LPI-driven arrestin recruitment, primary screen, imaging, U2OS, beta-arrestin-GFP, LPI agonist (AID 2013) | G-protein coupled receptor 55 (Homo sapiens) | 0.13% of 290,000 active | inhibition, % at 10 µM, or IC50 in µM where a hit was titrated | U2OS GPR55 beta-arrestin-GFP translocation imaging, LPI antagonism; higher % means a stronger effect;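 active = spots per cell inhibited over 60%, with over 100 cells counted and total cytoplasm intensity under 500,000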;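 also: U2OS cells stably carrying GPR55 and arrestin-GFP stimulated by 5 µM LPI near EC80; imaged beta-arrestin-GFP aggregate spots per cell after agonist stimulation; plate controls were LPI-stimulated DMSO wells for no effect and DMSO wells without LPI for full effect; some results filed as inactive read as strong as hits; confirmed hits need IC50 under 10 µM and bright autofluorescent wells are also inconclusive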
KOR beta-arrestin-1: KOR agonists, beta-arrestin recruitment, primary screen, cell-based, luminescence, uHTS (AID 1777) | KOR beta-arrestin recruitment, luminescence; higher % means a stronger effect | 0.02% of 280,000 active | one-dose activation, % at 10 µM; EC50 in µM for titrated hits; in the data active = activation above about 50%, passing the limit was not always enough; also: a part of the inactive calls stands beside numbers as strong as those of hits
KOR beta-arrestin-2: KOR antagonists, beta-arrestin recruitment, cell-based, luminescence, uHTS (AID 1778); inhibition, % at 10 µM, or IC50 in µM where a hit was titrated; KOR beta-arrestin recruitment, luminescence, antagonist mode; higher % means a stronger effect; 0.091% of 290,000 active; also: strong numbers were not always called active
SV40 large T antigen: SV40 large T antigen inhibitors, biochemical (AID 1903); SV40 large T antigen ATPase/helicase inhibition assay; higher % means a stronger effect; inhibition, % at 20 µM; hits with a dose series show IC50 in µM; 0.39% of 310,000 active; in the data active = a potency from the dose series; also: strong numbers were not always called active
Active calls of the source: *; · = not tested or not shown; [ ] = remark or other dose. Rule as the data show it, unless noted: active = inhibition above about 50%; inactive = the rest.

Values in the order: KOR beta-arrestin-2 | NOD2 inhibition | KOR beta-arrestin-1 | SV40 large T antigen | GPR55 beta-arrestin | GPR55 antagonists | NOD1 NF-kB reporter | HIV peptide binding | MgcRacGAP inhibition
- C#CCn1c(=NC(=O)c2cccs2)sc2cccc(OCC)c21
    -33.4% | 9.1% | -1.4% | 2.6% | 1.0% | 7.2% | -21.5% | -1.2% | 1.9%
- CSc1nc(C)c2c(n1)N(c1cccc(C)c1)CC2
    -15.7% | 17.9% | -2.6% | 1.7% | -0.3% | 5.9% | 16.4% | -3.9% | 16.6%
- Cc1nn2c(N3CCOCC3)c3c(nc2c1-c1ccccc1)CCCC3
    24.8% | 2.6% | -0.9% | 3.2% | -0.2% | -2.3% | -15.4% | -0.6% | 8.2%
- Cc1c(C)c2ccc(OCC(=O)N3CC[C@@]4(O)CCCC[C@H]4C3)cc2oc1=O
    5.7%[20 µM] | 16.1% | -2.0% | 5.9% | -0.2% | -2.4% | 11.1% | 4.9% | 6.6%
- O=C(O)/C(=C\C(=O)c1ccccc1)Nc1ccccc1
    19.6% | -3.4% | -1.7% | 22.2% | -0.3% | 13.2% | -8.2% | 2.5% | ·
- COc1ccc(N(C)C(=O)Cc2c(C(=O)O)[nH]c3ccccc23)cc1
    -8.2% | 11.8% | 2.6% | 27.0% | 0.6% | 3.0% | -8.1% | 0.8% | 3.0%
- COc1ccc(C(C)NC(=O)CCc2ccccc2)cc1 (stereo not drawn)
    -51.0%[20 µM] | 1.0% | -1.9% | 12.7% | -0.4% | 7.1% | -22.2% | -1.0% | 4.5%
- CC(=O)Nc1ccc(-n2nnnc2SCC(=O)NC2CCCC2)cc1
    -28.4% | 20.5% | -6.8% | 10.3% | -0.2% | 10.1% | -11.5% | 0.8% | 3.8%
- COc1ccccc1C1NC(c2ccccc2OC)C(C)C(=O)C1C (stereo not drawn)
    3.9% | -9.6% | -3.0% | 7.9% | -0.2% | 3.8% | -10.5% | -3.3% | -2.4%
- Cc1ccc(/C=C2/Sc3ccc(C(=O)NCc4ccccn4)cc3NC2=O)cc1
    -7.1% | 15.2% | 1.5% | 12.7% | 0.0% | 26.6% | 8.5% | 4.7% | 8.2%
- CCOC(=O)Cn1nc(C)n(-c2ccc(Br)cc2)c1=O
    23.7%[20 µM] | 3.6% | -1.6% | 5.3% | -0.1% | -3.7% | -20.3% | 0.7% | 2.0%
- C=CCn1c(SCC(=O)Nc2ccc(NC(=O)c3ccco3)c(OC)c2)nnc1-c1ccncc1
    -13.8% | -2.4% | -5.8% | 2.5% | 0.2% | 3.1% | -41.1% | 0.8% | 5.7%
- O=S1OCCN1c1ccccc1 (stereo not drawn)
    -29.2%[20 µM] | -1.1% | 0.3% | 15.6% | -0.1% | 6.4% | -17.9% | -0.9% | 6.4%
- CC1=C/C(=N\NC(=O)c2ccc(O)cc2)CC1
    -15.4% | 11.3% | -3.1% | 4.9% | -0.2% | 4.4% | -3.2% | 1.2% | 12.4%
- COCCNC(=O)C(OC(=O)c1ccco1)c1ccccc1F (stereo not drawn)
    -14.9% | 4.9% | -3.0% | 5.1% | 1.0% | 4.9% | 0.6% | 1.7% | -3.2%
- Cc1cc(C)cc(C(=O)Nc2ccc(NC(=O)c3cccs3)cc2)c1
    -8.8% | 2.4% | 0.7% | 14.3% | -0.2% | 3.9% | 3.6% | 0.7% | 6.6%
- CCOc1ccc(C(C)=O)cc1N1C(=O)C2C3C=CC(C3)C2C1=O (stereo not drawn)
    -8.4% | 2.1% | -0.2% | -9.8% | 0.7% | 9.1% | -8.1% | 2.6% | 8.0%
- Cn1c(=O)oc2cc(S(=O)(=O)Nc3ccc(F)cc3)ccc21
    3.1% | 16.5% | -2.6% | -2.2% | -0.1% | -1.2% | -6.6% | 1.3% | 9.4%
- CCN(CC)CCCNC(=O)CCC(=O)Nc1ccc2nc(N3CCC(C)CC3)cc(C)c2c1
    -20.1% | -1.5% | -4.2% | 5.9% | 0.3% | 17.3% | -22.2% | 1.4% | 11.9%
- Cn1c(=O)c(Sc2ccccc2)c(O)c2ccccc21
    -8.1% | -6.4% | -0.8% | 11.1% | 0.6% | -6.7% | 7.0% | -1.5% | 5.2%
- Cc1cccc(CN(CC(=O)N/N=C/c2ccco2)S(=O)(=O)c2ccc(Cl)cc2)c1
    -21.8% | 4.1% | -7.2% | 5.1% | -0.1% | 3.7% | 11.4% | -1.3% | 5.0%
- COc1ccc(NC(C)=O)cc1NC(=O)c1ccc2ccccc2c1
    7.2% | -14.6% | 1.8% | 33.4% | -0.4% | -3.6% | -18.7% | -1.4% | -25.9%
- O=C1CCN(C(=S)NCc2ccccc2)CC1
    4.4% | 10.6% | 1.1% | 5.2% | -0.3% | -8.5% | -27.5% | -0.5% | 2.6%
- COC(=O)c1ccc(NC(=O)C[n+]2ccccc2C)cc1
    0.4% | 3.6% | -6.3% | 9.2% | -0.2% | 0.4% | -27.3% | 0.7% | 10.5%
- CC1CCN(C(=O)c2cc3c(=O)n4ccccc4nc3s2)CC1
    3.6% | -20.2% | -3.0% | 4.3% | · | -14.2% | -44.0% | -1.1% | 4.5%
- COc1ccccc1NC(=O)CN(Cc1ccco1)C(=O)c1ccc(Cl)nc1
    -13.3% | -0.2% | -0.7% | 6.2% | -0.5% | -10.6% | -2.0% | -1.6% | 2.5%
- COc1ccc(N(CC(=O)Nc2ccccc2C(=O)NCc2ccco2)S(C)(=O)=O)cc1
    -17.6% | -6.1% | -4.1% | -0.7% | -0.2% | 5.3% | -3.2% | -0.5% | 2.1%
- O=C(NCC(=O)N1CCN(S(=O)(=O)c2cccs2)CC1)c1ccc(Cl)cc1
    6.4% | 13.3% | -5.3% | 6.3% | -0.1% | 12.4% | -25.7% | -1.3% | 5.9%
- Cc1cc(C)c(S(=O)(=O)Nc2ccc(OCC(=O)O)cc2)c(C)c1
    -13.2% | -0.1% | -2.5% | 6.6% | -0.1% | -8.3% | 6.2% | -0.9% | 4.9%
- CCN(CC)S(=O)(=O)c1ccc(-c2nnc(SCc3nnc(-c4ccc(C)cc4)o3)o2)cc1
    6.6% | -21.2% | 57.6% | 3.3% | -0.2% | 7.5% | -4.8% | 0.2% | 8.9%
- O=C(Nc1nc2ccccc2[nH]1)c1ccccc1[N+](=O)[O-]
    -1.5% | -30.5% | -5.2% | 11.1% | -0.1% | 2.7% | -51.8% | -1.4% | 4.7%
- COC(CNC(=O)c1ccc2c(c1)ncn2-c1cccc(F)c1)OC
    14.8% | -46.0% | -0.5% | 6.7% | 1.3% | -3.7% | -9.4% | 3.0% | 2.3%
- COc1ccc(S(=O)(=O)N2CCN(Cc3ccco3)CC2)cc1
    20.3% | -16.2% | -0.7% | -1.2% | -0.4% | 6.4% | 6.5% | -1.8% | 15.7%
- COc1cc(NC(=O)Cc2ccc(OC)c(S(=O)(=O)N3CCOCC3)c2)c(OC)cc1Cl
    17.0% | 13.3% | 3.6% | 27.6% | -0.1% | 5.4% | -2.5% | 1.6% | 8.7%
- OC(Cn1cccn1)c1ccccc1 (stereo not drawn)
    0.8% | 3.2% | -0.1% | 5.5% | -0.1% | 2.1% | -14.7% | -1.7% | 6.6%
- Cc1ccc(CC(=O)Nc2cccc(S(=O)(=O)N3CCOCC3)c2)cc1
    4.9% | 0.3% | 0.1% | 8.2% | 0.0% | 11.1% | -25.3% | -0.5% | 2.4%
- Cc1ccc([N+](=O)[O-])cc1NC(=O)CCc1ccccc1
    -4.8% | -16.1% | -0.5% | 8.9% | -0.3% | -0.1% | -27.0% | 1.4% | 6.0%
- CCc1cccc2c(C(=O)COC(=O)c3c(C)noc3C)c[nH]c12
    -40.0% | 11.1% | 4.2% | 0.0% | -0.1% | -5.2% | 92.9%* | -0.5% | 0.1%
- COc1ccc(N(CC(=O)NCCSc2ccccn2)S(=O)(=O)c2ccccc2)cc1OC
    -6.7% | 0.7% | -6.8% | 4.2% | 0.0% | 0.5% | -16.1% | 1.0% | -3.1%
- CN(C1CCCCC1)S(=O)(=O)c1ccccc1
    29.2% | -2.6% | 1.9% | 6.8% | -0.1% | 3.7% | -25.5% | -0.3% | 5.9%
- CCC12CSc3nc(Cl)ccc3N1C(=O)C(=O)N2C (stereo not drawn)
    -15.6% | 22.1% | 1.2% | -0.7% | 0.0% | -8.8% | 1.4% | 0.8% | ·
- CCCC(=O)Nc1c2c(nn1-c1ccc(F)cc1)CS(=O)(=O)C2
    7.7% | 6.7% | -0.7% | 20.1% | 0.5% | 2.8% | -14.4% | -2.3% | 9.1%
- O=C(CSc1nc(-c2cccs2)cc(C(F)(F)F)n1)NCc1ccco1
    -4.1% | -0.7% | -4.5% | 3.6% | -0.4% | -3.9% | 13.7% | 0.2% | 6.2%
- CCCCn1c(SCC(=O)Nc2nnc(C)s2)nc2c1c(=O)n(C)c(=O)n2C
    -41.1% | 4.9% | -11.2% | 4.2% | -0.3% | 14.8% | 6.2% | -1.1% | 4.0%
- COc1ccccc1Oc1c(C)oc2c(CN3CCN(CCO)CC3)c(O)ccc2c1=O
    23.9% | -17.1% | -1.7% | 11.2% | 0.0% | 3.6% | -27.0% | 1.0% | ·
- CC(C)C(=O)NS(=O)(=O)c1ccc(N)cc1
    -4.2% | 4.4% | 3.1% | 18.3% | 0.3% | 30.2% | -6.8% | 1.0% | -4.4%
- O=C(O)c1ccc(Cn2cnc3cccnc32)cc1
    26.9% | 30.1% | 4.5% | 5.5% | -0.2% | 17.9% | -7.6% | 6.3% | 4.9%
- COc1c(C)cc(Br)cc1C(=O)NC(=S)NCc1ccco1
    25.2% | -2.1% | -8.6% | -0.9% | 0.4% | 19.1% | 26.7% | -1.0% | 4.3%
- O=C(CCCC(=O)Nc1cccc(Br)c1)N/N=C/c1cc([N+](=O)[O-])ccc1O
    -22.8% | 33.3% | 4.5% | -5.2% | -0.2% | -0.5% | 48.0% | 9.8% | 6.8%
- Cc1cc(NC(=O)CCC(=O)N(Cc2ccco2)C2(C(=O)NC3CCCCC3)CCN(C)CC2)no1
    4.0% | -12.8% | 3.8% | 2.8% | 0.1% | 8.6% | -7.2% | 1.2% | 0.9%
- C/C(=N\NC(=O)c1nc2ccccn2c1C)c1ccco1
    11.2% | -21.8% | -0.5% | 10.4% | -0.1% | 4.2% | -21.6% | -0.2% | 7.5%

Not all compounds are listed, so the mix of outcomes need not match the whole.
